IkB sig inh – IkB Signaling. ABC-DLBCL IkBa-CBG/CBR dual luciferase ratio, 4 h; response scale: scaled: untreated 0%, proteasome inhibitor 100%. Potency, µM (doses to about 57.1 µM), for inactives: top-dose IkBa stabilization activation. hit rate 0.04% among 110,000. AID 445, 2006; active = well fitted curve in the direction sought with a large enough effect in the signal ratio, not every such curve was filed as active; inconclusive = small, poorly fitted or top-dose-only effect, or a change in a side signal; the % refers to the signal ratio;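 also: the direction sought is a rising ratio; 0% = basal untreated cells and 100% = reference inhibitor full response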
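Luminescence ratio of IκBα-fused green versus native red beetle luciferase in OCI-Ly3 cells, 4 h post-doxycycline with compound; red signal alone, scaled from basal (0%) to zero light (-100%), flagged nonspecific or cytotoxic effects.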
p53ts 39C kill – qHTS Screen for Compounds that Selectively Target Cancer Cells with p53 Mutations: Cytotoxicity of p53ts Cells at the Nonpermissive Temperature. H1299-p53A138V viability at 39C, ATP luminescence, 24 h. Potency, µM (highest dose often 46.1 µM), for inactives: at the highest dose activity change, negative = cell killing, actives largely listed as cytotoxic. hit rate 1.5% among 130,000; also: nearly all actives have a fitted effect of over 55% in size
p53ts 32C tox – qHTS Screen for Compounds that Selectively Target Cancer Cells with p53 Mutations: Cytotoxicity of p53ts Cells at the Permissive Temperature | H1299-p53A138V at 32C, ATP luminescence viability, 24 h | Potency, µM (series often up to 46.1 µM), for inactives: top-dose activity change, negative = cytotoxicity, hits mostly cytotoxic | hit rate 0.93% among 130,000 | AID 924, 2007;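 also: 0% = DMSO and -100% = full killing by reference compound; nearly all actives have a fitted effect of over 55% in size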
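Viability by ATPlite luminescence after 24 h compound treatment (up to 46 uM) at the permissive 32C. Cells are H1299 carrying p53 A138V. Scale runs from DMSO basal to 100 uM tamoxifen as full kill; AC50 from Hill fits.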
Imprint erasure – qHTS Assay for Compounds that Induce Erasure of Genomic Imprints; mouse ES Peg3-LacZ reporter, beta-gal luminescence, 40 h; Potency, µM (series often up to 60.7 µM), for the others: at the top dose activity change, positive = activation, hits mostly activators; hit rate 0.02% among 110,000;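 also: 0% = negative control wells on the plate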
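Gelatin-coated wells received 300 freshly trypsinized female ES cells with a Peg3LacZ-Neo reporter on the maternal allele, then incubated 40 hours at 37C. BetaGlo was added for 5 minutes at room temperature before a single luminescence read.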
* = called active by the depositor; ? = inconclusive; . = no result given; [ ] = another dose, or the depositor's remark. Unless noted, calls follow the shape of the dose curve; as a rule, active = well fitted curve in the direction sought with a large enough effect; inconclusive = small, poorly fitted or top-dose-only effect, or another doubt; inactive = no such curve, though single readings can be large; an effect the other way counts as inactive or inconclusive. Unless noted, % is scaled to controls: 0 for no effect and ±100 for the full control effect; potency is read from the fitted curve at half-maximal effect.

molecule	IkB sig inh	p53ts 39C kill	p53ts 32C tox	Imprint erasure
Oc1c(C(c2ccccc2F)N2CCCC2)sc2nc(-c3ccco3)nn12 (configuration not stated)	-1.6%	4%	0%	7%[10.9 µM]
COc1ccc(C(=O)Oc2c(Sc3ccc(C)cc3)c(C)nn2C(C)(C)C)c(OC)c1	?	-19%	-24%	2%[10.9 µM]
CCCC(=O)NCC(c1ccc2c(c1)OCO2)N1CCN(c2ccccc2)CC1 (configuration not stated)	1.7%	-11%	-6%	?
CCOc1ccc(Nc2ncnc3c2cnn3-c2ccccc2)cc1	0.4%	15%	4%	-11%
COc1ccc(NC(=O)N2CCC3(CC2)CCN(C(=O)c2ccncc2)CC3)cc1	1.0%[11.4 µM]	6%	-3%	.
CSc1ccc(-c2nnn(Cc3ccc(C)cc3)n2)cc1	8.5%	-13%	-8%	-19%
CCC1(CC)Nc2ccccc2C(=O)N1c1ccc(NC(C)=O)cc1	18%	-20%	-10%	-30%
Cc1ccc(NC(=O)c2cc(C)on2)cc1	1.6%	?	?	-51%[inhibitor]
CCS(=O)(=O)NCC(c1cccnc1)N1CCN(c2ccc(F)cc2)CC1 (configuration not stated)	-0.7%	-10%	5%	-4%
CCCCn1c(SCC(=O)Nc2ccc(F)cc2)nc2c(sc3ccccc32)c1=O	-0.4%	6%	4%	-14%[10.9 µM]
Cc1cc(C(=O)N2CCOCC2)n(-c2ccccc2)n1	-0.9%	-1%	5%	-7%
c1cncc(-c2cncnc2NC2CCNCC2)c1	-1.4%[11.4 µM]	-2%	0%	?
CCOc1cccc2sc(NC(=O)c3ccc(S(=O)(=O)N4CCCCC4)cc3)nc12	?	?	7%	-11%[10.9 µM]
CN(C)c1ccc(C(CNS(=O)(=O)c2ccccc2)N2CCc3ccccc32)cc1 (configuration not stated)	1.9%	-14%	9%	6%[10.9 µM]
COc1ccc(N2CCN(S(=O)(=O)CCNC(=O)COc3cccc(OC)c3)CC2)cc1	-0.3%	-13%	6%	-10%[10.9 µM]
COc1ccc(C2C(=O)N(C3CCC(C)CC3)CC(=O)N2Cc2ccc(C)cc2)cc1OC (configuration not stated)	-1.2%	-12%	7%	-12%[10.9 µM]
CCC1CN(C(=O)N2CCC(C(=O)NCc3ccco3)CC2)c2ccccc2O1 (configuration not stated)	-2.3%	-18%	-2%	5%[10.9 µM]
CC(C)Cn1cc(C(=O)N2CCN(c3cccc(Cl)c3)CC2)c2c3ccccc3n(C)c2c1=O	?	-11%	4%	-9%[10.9 µM]
COc1cccc(CNC(=O)CCCn2nc(C)c3sc4ccccc4c3c2=O)c1	-2.3%	-13%	-12%	-9%[10.9 µM]
CCCc1cc(C(N)=O)c(NC(=O)C2CCCO2)s1 (configuration not stated)	0.7%	9%	8%	9%
CSc1ccc(CNC(=O)Cn2nc(N3CCN(c4ccccc4)CC3)ccc2=O)cc1	?	-29%	0%	-7%[10.9 µM]
N#CC1=C(N)OC2=C(C(=O)CCC2)C12CCN(C(=O)OCc1ccccc1)CC2	0.7%	-9%	-1%	.
CC(=O)N1CCN(C2=Nc3cccc4cccc2c34)CC1	3.4%	-9%	?	-6%
CCc1ccccc1NC(=O)Cn1c(-c2nonc2N)nc2ccccc21	?	-13%	4%	-7%[10.9 µM]
Cc1ccc(C(C)C)c(Oc2nnnn2-c2ccccc2)c1	-2.0%	4%	17%	-23%
COC(=O)c1cc(S(=O)(=O)N2CCN(c3cccc(C)c3)C(C)C2)c[nH]1 (configuration not stated)	-2.6%	-8%	8%	-11%[10.9 µM]
Cc1cc(N2CCCCC2)nc2ccc(NC(=O)CCC(=O)N3CCN(c4ccccc4)CC3)cc12	?	-44%	7%	-12%[10.9 µM]
COc1ccc(OC)c(S(=O)(=O)N2c3cc(F)ccc3CCC2C)c1 (configuration not stated)	2.9%	-2%	8%	-14%
O=C(Nc1ccc(NC(=O)C2CC2)nc1)c1ccco1	-1.1%	-18%	-23%	-35%[inhibitor]
Cc1c(Cl)cccc1NC(=O)CC(C(=O)O)C1CCCO1 (configuration not stated)	-0.1%	-5%	-10%	-4%
O=C(Nc1nnc(S(=O)(=O)N2CCCCCC2)s1)c1ccccc1F	-2.8%	?	-13%	-14%[10.9 µM]
O=C(NCc1ccccn1)c1c(O)c2c([nH]c1=O)CCCC2	-3.7%	9%	-1%	.
CCOc1ccc(CCNC(=O)CN2C(=O)COc3ccc(S(=O)(=O)N(CC)CC)cc32)cc1	-0.8%	-5%	-17%	-17%[10.9 µM]
CC(C)CCNC(=O)CCNS(=O)(=O)c1ccc(Cl)cc1	1.7%	-3%	-4%	-10%
COCCCNC(=O)c1sc2nc3n(c(=O)c2c1C)CCC3	?	7%	1%	-9%[10.9 µM]
O=C(NC1CCCCC1)c1ccc(S(=O)(=O)N2CCOCC2)cc1	-1.0%	1%	1%	-10%
CC(=O)OC(C(=O)NCc1ccc2c(c1)OCO2)c1ccccc1Cl (configuration not stated)	5.3%	2%	-6%	.
Cc1ccccc1N1C(=O)c2cccc3c(N(C)CCO)ccc(c23)C1=O	?	17%	14%	-8%
CCOc1ccc(C(CC(=O)Nc2cc(C)c(Cl)cc2OC)N2Cc3ccccc3C2=O)cc1OC (configuration not stated)	1.6%	-5%	1%	14%[10.9 µM]
CCOc1ccc2[nH]c(=O)c(CN(Cc3nnnn3CCc3ccccc3)CC3CCCO3)cc2c1 (configuration not stated)	?	-7%	-3%	-11%
CC1CCN(S(=O)(=O)c2ccc(Br)s2)CC1	6.8%	3%	6%	-25%
c1ccc(CNc2ncncc2-c2ccoc2)cc1	2.9%[11.4 µM]	-5%	2%	-11%
COc1ccc(C(=O)NCC(c2ccc3c(c2)OCO3)N2CCN(c3ccc(F)cc3)CC2)cc1 (configuration not stated)	-3.8%	-5%	8%	11%[10.9 µM]
CCCN(CCC)CCNC(=O)c1cc2c(=O)n(C)c3ccccc3c2n1C	-0.1%	-2%	-10%	-15%
Cc1ccccc1-c1cncnc1NCc1cccs1	-0.1%[11.4 µM]	-4%	7%	-8%
O=C(O)c1cc(Cl)cc(Cc2cc(Cl)cc(C(=O)O)c2O)c1O	1.9%[11.4 µM]	14%[9.22 µM]	11%[9.22 µM]	7%[10.9 µM]
Cc1ccc(S(=O)(=O)N2CCOCC2)cc1C(=O)Nc1c(C)n(C)n(-c2ccccc2)c1=O	-0.3%	-12%	-12%	-5%
CC1CN(C(=O)Cn2cnc3c2c(=O)n(C)c(=O)n3C)CC(C)O1 (configuration not stated)	0.3%	7%	-2%	-15%
Cc1c(CC(=O)NCCc2ccccc2F)c(=O)oc2cc(O)c(Cl)cc12	?	-5%	8%	-2%[10.9 µM]
COCCn1c(CN2CCN(c3ccc(OC)cc3)CC2)nc2c1c(=O)n(C)c(=O)n2C	0.9%	5%	8%	7%
COc1ccc(CNC(=O)CSc2nnnn2Cc2ccccc2)cc1	0.4%	1%	-3%	-17%
COc1ccc(OC)c(Nc2nc(-c3cccs3)cs2)c1	5.3%	-24%	-21%	-19%
O=C(O)CCC(=O)N1CCN(c2nc3ccccc3s2)CC1	-0.6%	0%	-7%	-10%
CCS(=O)(=O)N1CCc2cc(C(=O)NCc3ccc(C)cc3)ccc21	0.3%	-4%	-8%	-3%[10.9 µM]
CC(C)Cn1c(=O)c2sccc2n2c(CCCC(=O)NCCc3ccccc3)nnc12	?	-1%	-1%	-10%[10.9 µM]
C=CCn1c(SCc2nc3c(c(=O)[nH]c(=O)n3CCCC)n2CCC)nnc1-c1ccccc1	1.0%	-3%	10%	-7%
N#Cc1ccccc1OCC(=O)N1CCN(c2ccccc2F)CC1	?	-23%	1%	16%[10.9 µM]
CCCCOc1ccc(CN(C)c2ncnc(N)n2)cc1	.	-16%	1%	.
O=C(c1ccco1)N1CCC2(CC1)CN(c1ccccc1)C2	-2.5%[11.4 µM]	-4%	-24%	.
CCC(C)NC(=O)c1cc(Sc2cccc(Cl)c2)nc2ccccc12 (configuration not stated)	-0.1%	-16%	-7%	-15%[10.9 µM]

An excerpt from above in order of formula weight, descending.
molecule	IkB sig inh	p53ts 39C kill	p53ts 32C tox	Imprint erasure
CCS(=O)(=O)N1CCc2cc(C(=O)NCc3ccc(C)cc3)ccc21	0.3%	-4%	-8%	-3%[10.9 µM]
O=C(O)c1cc(Cl)cc(Cc2cc(Cl)cc(C(=O)O)c2O)c1O	1.9%[11.4 µM]	14%[9.22 µM]	11%[9.22 µM]	7%[10.9 µM]
N#Cc1ccccc1OCC(=O)N1CCN(c2ccccc2F)CC1	?	-23%	1%	16%[10.9 µM]
COCCCNC(=O)c1sc2nc3n(c(=O)c2c1C)CCC3	?	7%	1%	-9%[10.9 µM]

(more compounds)
molecule	IkB sig inh	p53ts 39C kill	p53ts 32C tox	Imprint erasure
O=C(O)C1CCCN1S(=O)(=O)c1cccc2cccnc12 (configuration not stated)	4.2%	3%	0%	-4%
COc1ccc(-c2coc3ccc(OC4OC(COC(C)=O)C(OC(C)=O)C(OC(C)=O)C4OC(C)=O)cc3c2=O)cc1 (configuration not stated)	.	?	?	-59%[inhibitor]
COc1ccc(N2C(=O)CCC(C(=O)N3CCC(C(N)=O)CC3)C2c2ccc(F)cc2)cc1 (configuration not stated)	1.4%	8%	4%	9%
C=CC[C@@H]1C=C[C@@H](O/N=C\[C@@H](OC)[C@H](C)/C=C\CC(=O)OC)[C@@H](CO)O1	.	6%[9.22 µM]	-1%[9.22 µM]	.
CCOC(=O)c1c(-c2ccc(OC)cc2)oc2ccc(OCc3ccccc3C)cc12	3.4%	-10%	-3%	-9%[10.9 µM]
Cc1sc2nc(SCC(=O)c3cc(C)n(CC4CCCO4)c3C)n(C(C)C)c(=O)c2c1C (configuration not stated)	?	43%[activator]	?	-11%
CCOC(=O)CCN1C(=O)[C@H]2[C@H]3[C@H](O)[C@H](O)C/C(=N/O[C@@H]4O[C@@H](COC(C)=O)[C@@H](OC(C)=O)[C@@H](OC(C)=O)[C@H]4OC(C)=O)[C@@H]3CC[C@@H]2C1=O	.	15%[9.22 µM]	-4%[9.22 µM]	.
CC(C)(C)n1ncc2c(=O)n(CC(=O)N3CCc4ccccc43)cnc21	0.6%	-9%	-5%	-14%
COc1ccc(N(CC(O)CN2CCCCC2)S(=O)(=O)c2ccc(C)cc2)cc1 (configuration not stated)	0.5%	0%	-5%	-14%
CC(=O)OCC1OC(n2cnc3c(=O)[nH]cnc32)C(OC(C)=O)C1OC(C)=O (configuration not stated)	.	10%	-6%	-4%
CN1CCCN([C@@H](c2ccccc2)c2ccc(Cl)cc2)CC1	2.2%[25.6 µM]	-15%[20.6 µM]	-10%[20.6 µM]	-17%[16.8 µM]
CC(CCc1ccccc1)NC(=O)Cn1c(=O)nc(-c2ccccc2)c2ccccc21 (configuration not stated)	?	-26%	-10%	-6%[10.9 µM]
COc1ccc(CCn2cc3c(c2-c2ccc(Br)cc2)c(=O)n(C)c(=O)n3C)cc1OC	-0.4%	4%	-4%	-14%[10.9 µM]
Cc1[nH]c2ccc(-c3nnc(SCC(=O)N4CCCc5ccccc54)o3)cc2c1C	0.4%	7%	-8%	4%
Cc1c(NS(C)(=O)=O)c(=O)n(-c2ccccc2)n1C	0.2%	6%	5%	10%
COc1ccc(N2CCN(Cc3nc4c(c(=O)[nH]c(=O)n4C)n3CC(C)C)CC2)cc1	-0.6%	-3%	5%	-11%[10.9 µM]
CCOC(=O)Cc1csc(NC(=O)c2ccc3c(c2)OCO3)n1	?	-12%	-20%	-58%[inhibitor]
Cc1ccc(-n2c(=O)c3cccnc3n2CC(=O)Nc2ccccc2C(F)(F)F)cc1C	-2.0%	-13%	-4%	0%[10.9 µM]
CC(CCN)(CCN)[N+](=O)[O-]	0.1%[11.4 µM]	5%[9.22 µM]	1%[9.22 µM]	-7%[10.9 µM]
O=C(O)c1nn2c(c1Br)NC(c1ccccc1)CC2C(F)(F)F (configuration not stated)	.	-5%	-4%	.
